uPA surface inh: cell surface uPA generation inhibition; 0.31% of 330,000 active; Potency, µM (top dose mostly 38.3 µM), for inactives: top-dose activity change, negative = inhibition, usual class: inhibitors; cell surface uPA generation assay, qHTS; active = well fitted inhibition curve with a large enough effect; inconclusive = small, poorly fitted or top-dose-only effect; inactive = no such curve, though single readings can be large or run the other way; tested in mouse RAW 264.7 cells; note: % is set by controls: 0 for no effect and ±100 for the full control effect; nearly all actives have a fitted effect of over 55% in size
NPC1 prom act: activates the NPC1 promoter; Huh7 NPC1 promoter luciferase reporter, 24 h; Potency, µM (doses to about 9.22 µM), for the others: at the top dose activation, usual class: activators; 2.4% of 320,000 active; AID 485313;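 note: % of control where 0% means no effect; nearly all actives have a fitted effect of over 60% in size; reporter is driven by a mutant NPC1 promoter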
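Luminescence read-out of NPC1 promoter-driven luciferase in stably transfected Huh7 cells; compounds delivered in DMSO and left 24 h at 37C, 5% CO2, qHTS titration format.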
VP16 counter: inhibits Gal4-VP16 luciferase reporter, ROR gamma counter-screen. Drosophila S2 Gal4-VP16 UAS-luciferase, luminescence, 20 h. Potency, µM (series often up to 53.6 µM), without a hit: top-dose activity, negative = inhibition, most hits filed as inhibitors. 3.5% of 310,000 active;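 note: Gal4-VP16 expression switched on by copper sulfate through the metallothionein promoter; % is set by controls: 0 for no effect and ±100 for the full control effect; nearly all actives have a fitted effect of over 50% in size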
Rab9 promoter act: activates the Rab9 promoter; Huh7 Rab9 promoter-luciferase reporter, luminescence, 24 h; Potency, µM (doses to about 9.22 µM), for inactives: at the top dose activation, negative = inhibition, usual class: activators; 2.8% of 320,000 active; AID 485297; note: % of control where 0% means no effect; nearly all actives have a fitted effect of over 60% in size
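Luminescence read-out: Huh7 cells stably expressing Rab9-luciferase, treated 24 h with compound at 37 °C, then lysed with luciferase reagent for 10 min at ambient before reading.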
BRCA1 expr act: BRCA1 expression activation; Potency, µM (series often up to 46.1 µM), for the others: at the top dose activation, usual class: activators; AID 624202; 1.1% of 380,000 active; MCF7-BRCA1-FFLuc reporter, luminescence, 48 h; response scale: scaled: vehicle 0%, 10 µM genistein 100%; note: nearly all actives have a fitted effect of over 80% in size; some results filed as inactive show a strong effect at the top dose
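Luminescence from a BRCA1-driven firefly luciferase in MCF7 cells was the read-out, taken 15 min after substrate addition following 48 h compound exposure at 37 °C. Data were normalized to a 10 microM genistein control and DMSO vehicle.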
MBNL1 CUG block: inhibitors of human MBNL1 binding to CUG repeat RNA | Q9NR56 | TR-FRET MBNL1-His/biotin-(CUG)12 binding, 665/545 ratio | Potency, µM (highest dose often 57.5 µM), for the others: at the highest dose activity change, negative = inhibition, hits mostly inhibitors | 0.036% of 280,000 active; active = well fitted inhibition curve with a large enough effect in the signal ratio, with a control signal flat, not every such curve was filed as active; inconclusive = small, poorly fitted or top-dose-only effect, or effect the other way, or a change in a side signal; inactive = no such curve, though single readings can be large or run the other way; the % refers to the signal ratio; note: % is set by controls: 0 for no effect and ±100 for the full control effect
Target sequence (Q9NR56 whole entry, looked up): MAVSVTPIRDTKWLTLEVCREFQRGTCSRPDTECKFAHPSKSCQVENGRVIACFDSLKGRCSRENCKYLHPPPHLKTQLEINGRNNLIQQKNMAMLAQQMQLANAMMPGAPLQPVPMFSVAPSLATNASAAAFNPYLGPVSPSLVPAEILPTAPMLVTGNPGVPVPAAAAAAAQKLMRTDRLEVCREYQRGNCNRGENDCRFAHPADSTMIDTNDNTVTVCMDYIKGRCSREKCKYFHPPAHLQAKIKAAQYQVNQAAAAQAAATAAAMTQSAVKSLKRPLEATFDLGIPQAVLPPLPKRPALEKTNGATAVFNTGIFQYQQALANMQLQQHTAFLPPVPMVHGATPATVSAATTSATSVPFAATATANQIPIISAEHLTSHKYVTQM
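Ratiometric TR-FRET (665 over 545 nm, excitation 340 nm) tracks disruption of MBNL1-His/biotin-(CUG)12 complex after 60 min at room temperature, with compounds at 92 nM to 58 uM final.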
CXXC DNA block: blocks binding of human MLL CXXC domain to DNA. Q03164. MLL-CXXC / FITC-HOXA9 DNA fluorescence polarization. Potency, µM (highest dose often 115 µM), for the others: at the highest dose activity change, negative = inhibition, usual class: inhibitors. 0.037% of 290,000 active. AID 2662; active = well fitted inhibition curve with a large enough effect in the polarisation, with a control signal flat, not every such curve was filed as active; inconclusive = small, poorly fitted or top-dose-only effect, or effect the other way, or a change in a side signal; inactive = no such curve, though single readings can be large or run the other way; the % refers to the polarisation
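Steps: dispense CXXC domain solution (7 uM) → pin compounds or unlabeled HOX-A9 DNA control → 5 min ambient → add FLSN-HOX-A9 solution (50 nM) → spin → 30 min ambient → fluorescence polarization. Tris pH 7.5/NaCl/DTT/BSA buffer.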
RORg inh: ROR gamma (mouse) transcription inhibition; P51450; Drosophila S2 Gal4-RORgamma UAS-luciferase reporter, 20 h; Potency, µM (doses to about 53.6 µM), inactives show top-dose activity change, negative = inhibition, hits mostly inhibitors; 5.4% of 310,000 active; note: % is set by controls: 0 for no effect and ±100 for the full control effect; nearly all actives have a fitted effect of over 60% in size
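Stable Schneider cell line, Gal4 DNA-binding domain fused to ROR gamma, UAS-luciferase. Cmpd 1 hr RT → CuSO4 700 uM final → 20 hr RT → luciferase reagent 10 min → luminescence.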
p53 reactivation: re-activators of mutant p53; H1299 p53-A138V BP100-luciferase reporter, luminescence, 24 h; Potency, µM (highest dose often 92.2 µM), for inactives: at the highest dose activity change, positive = activation, usual class: activators; 0.063% of 320,000 active; AID 504706; note: % of control where 0% means no effect; nearly all actives have a fitted effect of over 45% in size
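H1299 (p53-null), stable ts p53-A138V + BP100-Luc; 1000 cells/well, Opti-MEM/10% FBS; cpd 4 pt, 1:5; 24 h, 37 deg C, 5% CO2; detection reagent 10 min RT; luminescence.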
FLuc modulator: inhibits or activates purified firefly luciferase, miR-21 counter-screen; Potency, µM (doses to about 57.5 µM), inactives show at the top dose activity change, negative = inhibition, hits mostly inhibitors; AID 588342; 6.9% of 360,000 active; purified FLuc, Km substrates, luminescence inhibition;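 note: plate controls were vehicle for no effect and reference inhibitor for full effect; nearly all actives have a fitted effect of over 55% in size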
Target sequence (P08659 whole entry, looked up): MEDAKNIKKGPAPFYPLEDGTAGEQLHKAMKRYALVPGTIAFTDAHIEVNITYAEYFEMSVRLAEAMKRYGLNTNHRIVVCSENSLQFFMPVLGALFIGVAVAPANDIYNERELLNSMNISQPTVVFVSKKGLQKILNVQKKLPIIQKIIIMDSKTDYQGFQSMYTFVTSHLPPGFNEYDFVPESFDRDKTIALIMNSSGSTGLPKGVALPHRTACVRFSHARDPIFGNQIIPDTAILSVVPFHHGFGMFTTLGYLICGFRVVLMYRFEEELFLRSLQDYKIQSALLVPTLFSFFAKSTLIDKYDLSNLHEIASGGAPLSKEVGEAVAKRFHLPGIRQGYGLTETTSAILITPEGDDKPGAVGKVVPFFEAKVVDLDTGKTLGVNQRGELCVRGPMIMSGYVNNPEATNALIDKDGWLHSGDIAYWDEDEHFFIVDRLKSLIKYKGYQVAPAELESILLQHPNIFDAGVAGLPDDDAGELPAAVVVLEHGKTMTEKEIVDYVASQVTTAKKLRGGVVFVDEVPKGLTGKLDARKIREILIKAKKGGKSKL
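Purified P. pyralis luciferase, 10 nM final, with Km-level 10 uM D-luciferin and 10 uM ATP in 50 mM Tris acetate pH 7.5, 10 mM Mg acetate, 0.01% Tween-20, 0.05% BSA; 6-point qHTS titration about 60 µM downward; luminescence read.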
ELG1 genotox: induces genotoxicity in HEK293T cells with luciferase-tagged ELG1; Potency, µM (titrated, usually from 46 µM), inactives show at the top dose activity change, positive = activation, usual class: activators; HEK293T ELG1-luciferase reporter, luminescence, 16 h; 1.3% of 330,000 active; AID 504466; note: % of control where 0% means no effect; nearly all actives have a fitted effect of over 60% in size
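Genotoxic stress is detected as increased luminescence from luciferase-tagged ELG1 in HEK293T cells, measured with ONE-Glo after a 16 hr treatment at 37 °C.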
Active calls of the source: *; ? = inconclusive; · = no result given; [ ] = another dose, or the depositor's remark. Unless noted, calls come from the whole dose curve; as a rule, active = well fitted curve in the direction sought with a large enough effect; inconclusive = small, poorly fitted or top-dose-only effect, or another doubt; inactive = no such curve, though single readings can be large; an effect the other way counts as inactive or inconclusive. Potency is the fitted concentration of half-maximal effect.

No.	SMILES	uPA surface inh	NPC1 prom act	VP16 counter	Rab9 promoter act	BRCA1 expr act	MBNL1 CUG block	CXXC DNA block	RORg inh	p53 reactivation	FLuc modulator	ELG1 genotox
1	COc1cc(NC(=O)Cc2c(C(=O)O)[nH]c3ccccc23)cc(OC)c1OC	-2%	8%	-3%	-2%	3%	-19%	-17%	22%	-4%	3%	-1%
2	CN1CCN(S(=O)(=O)c2ccc(NC(=O)Nc3cccc(Cl)c3)cc2)CC1	-3%	-1%	-1%	-6%	0%	-7%	5%	?	-6%	-15%	-4%
3	CC(C)c1ccc(NC2CCCN(C(=O)c3cccnc3)C2)cc1 (configuration not stated)	-5%	0%	0%	1%	0%	0%	15%	23%	-6%	4%	-6%
4	CCOc1cc(-c2nc(C)c(C(C)=O)n2O)ccc1OCC(=O)Nc1ccccc1	0%	-4%	-6%	-4%	-16%	11%	3%	?	-2%	?	0%
5	COc1cc(SC)ccc1C(=O)Nc1ccc(C)cc1	·	?	20µM*	3.5µM*	39%	-6%	-10%	?	11%	1.9µM*	?
6	Nc1nonc1C(=O)NCCN=Cc1cc(Cc2ccccc2)cc(Br)c1O	2%	-1%	?	-6%	-34%	4%	-2%	?	-4%	-16%	0%
7	CC(C)C(C(=O)Nc1ccc(S(=O)(=O)N2CCOCC2)cc1)N1C(=O)c2ccccc2C1=O (configuration not stated)	·	10%	-9%	1%	8%	3%	0%	-5%	-5%	-7%	0%
8	CCCCOc1ccc(/C=C/C(=O)OCC(=O)N2CC(=O)Nc3ccccc32)cc1OCC	4%	-6%	?	-12%	-41%	8%	14%	-25%	1%	0%	0%
9	CN(C)CCCNC(=S)N1CCn2c(nc3ccccc32)C1	-5%	0%	-15%	-2%	2%	·	8%	-10%[10 µM]	5%	0%	1%
10	Cc1[nH]nc(-c2ccc(O)c(C)c2O)c1-c1cnn(-c2ccccc2)c1	·	-5%	-2%	-4%	-24%	-2%	10%	-22%	-10%	0%	-1%

Results in VP16 counter and RORg inh, for two of the compounds above:
no. | molecule | VP16 counter | RORg inh
8 | CCCCOc1ccc(/C=C/C(=O)OCC(=O)N2CC(=O)Nc3ccccc32)cc1OCC | ? | -25%
9 | CN(C)CCCNC(=S)N1CCn2c(nc3ccccc32)C1 | -15% | -10%[10 µM]

Continued.
No.	SMILES	uPA surface inh	NPC1 prom act	VP16 counter	Rab9 promoter act	BRCA1 expr act	MBNL1 CUG block	CXXC DNA block	RORg inh	p53 reactivation	FLuc modulator	ELG1 genotox
11	Cc1ccc(C(O)Cn2cc([N+](=O)[O-])nc2C)cc1 (configuration not stated)	1%	2%	1%	-2%	-21%	14%	15%	-12%	0%	-3%	-1%
12	COc1ccc(C(C)(C)C)cc1NC(=O)Cn1cnnn1	-18%	-4%	1%	-12%	-1%	-4%	-4%	27%	3%	-2%	1%
13	Cc1ccc(N2CCN(C(=O)c3cccs3)CC2)c(C)c1	0%	0%	-5%	0%	7%	-3%	3%	-16%	6%	0%	-6%
14	COc1cc(-c2nnc3sc(C4CCCCC4)nn23)cc(OC)c1OC	-3%	-6%	-7%	-17%	-9%	-4%	0%	?	-2%	0%	-8%
15	Cc1ccc(C)c(NC(=S)Nc2cccc3cnccc23)c1	9%	-3%	9%	-1%	-46%	13%	?	?	6%	?	-12%
16	Cc1cc2cc(CNC(=O)c3cc4ccccc4o3)ccc2n1C	·	-3%	-4%	11%	·	309%[activator]	-6%	4%	5%	?	0%
17	Cc1cc(C(=O)COC(=O)c2cc(Cl)ccc2N)c(C)n1Cc1ccco1	3%	3.5µM*	17%	2.5µM*	2.8µM*	8%	7%	24%	?	2.4µM*	9.2µM*
18	CC1(C)C2([N+](=O)[O-])CN3CC1([N+](=O)[O-])CN(C2)C3c1ccccc1 (configuration not stated)	·	0%	5%	0%	11%	-7%	17%	-9%	1%	-3%	1%
19	CC1CCCN(Cc2c(O)ccc3c4c(c(=O)oc23)CCCC4)C1 (configuration not stated)	3%	-2%	-2%	-6%	4%	11%	14%	0%	-1%	-2%	6%
20	COCCCN(CC(=O)NCc1ccccc1)S(=O)(=O)c1ccc(C)cc1	5%	-4%	-1%	-2%	6%	-6%	-4%	2%	22%	1%	-1%
21	Cc1cccn2cc(CSc3nnc(Nc4ccc(C(C)C)cc4)s3)nc12	12%	4%	?	9%	-1%	1%	1%	?	21%	?	0%
22	COc1cc(Cc2nc3ccc(S(=O)(=O)N4CCOCC4)cc3[nH]2)cc(OC)c1OC	-5%	1%	1%	-3%	8%	-5%	2%	20%	-4%	5%	1%
23	CC(=O)c1cc2c(cc1NC(=O)CCc1c(C)nc3ncnn3c1C)OCO2	0%	-5%	·	-5%	-16%	·	·	·	-3%	-5%	2%
24	Cc1nn(-c2cccc(C(F)(F)F)c2)c(Cl)c1/C=N/Nc1cccc(C(=O)O)c1	3%	0.11µM*	?	0.1µM*	11%	·	12%	-20%	?	1.5µM*	0.41µM*
25	O=C(O)CCCSc1nccn1-c1ccccc1	1%	-4%	-2%	1%	5%	4%	14%	-15%	0%	-7%	-3%
26	CC(=O)Nc1ccccc1-c1nnc(SCc2ccccc2Cl)[nH]c1=O	-3%	-4%	18%	-2%	8%[1.84 µM]	3%	32%[activator]	11%	-1%	-7%	0%
27	O=C(CSc1nnc(-c2cccnc2)s1)Nc1ccnc2ccccc12	-4%	-23%	?	-34%[inhibitor]	47%	6%	1%	-10%	2%	-5%	-4%
28	Cc1cc(Nc2ccccc2)n(C(=O)c2ccccc2)n1	-1%	10%	?	28%	27%	-2%	8%	43%	8%	12µM*	?
29	CC1Cc2cc(/C(O)=C3\C(=O)C(=O)N(CCN(C)C)C3c3ccccc3F)ccc2O1 (configuration not stated)	·	-3%	-2%	-3%[1.84 µM]	10%	15%	-4%	23%	25%	-14%	2%
30	COc1ccccc1/C=C/CN1CCCC(CO)(Cc2cccc(Cl)c2)C1 (configuration not stated)	6%	-7%	-20%	-12%	-48%	-4%	-10%	-14%	-1%	0%	-7%
31	Cc1ccc(-c2cc(C(F)F)nc(N3CCOCC3)n2)cc1	1%	-6%	-18%[10 µM]	-6%	-6%	-2%	1%	-6%	-1%	-2%	-6%
32	O=C(CN1CCN(C(=O)c2ccccc2)CC1)Nc1ccc(Br)cn1	1%	-3%	-6%	-2%	-12%	-13%	-2%	3%	-1%	5%	-2%
33	CC(Oc1ccc(Cl)cc1)c1ccc(C#N)c(=O)[nH]1 (configuration not stated)	1%	0%	-6%	-1%	4%	·	6%	16%	9%	?	0%
34	O=C(NCCN1CCOCC1)C1CC(=O)N(c2cccc(C(F)(F)F)c2)C1 (configuration not stated)	3%	-1%	·	-5%	26%	·	·	·	6%	0%	2%
35	O=C(NCC1COc2ccccc2O1)C1C2C=CC3(CN(Cc4cccs4)C(=O)C13)O2 (configuration not stated)	-1%	-1%	-6%	-6%	0%	-9%	-2%	29%	-3%	1%	-1%
36	COc1cccc(NC(=O)Cn2c(CCC(=O)O)ccc2-c2ccccc2)c1	-2%	-10%	3%	-1%	-17%	-3%	9%	0%	5%	-15%	-1%
37	COC(=O)c1cc2c(ccn2-c2ccc(F)cc2)n1Cc1ccc(C#N)cc1	2%	4%	-3%	-1%	-25%	?	1%	?	-4%	-14%	-2%
38	CCC(C)[C@H]1CNC(=S)N1CCc1cccc2ccccc12 (some centres not stated)	-5%	-6%	4.5µM*	-11%	-22%	-8%	1%	2.5µM*	-2%	-1%	-3%
39	CCCCn1nc(NC(=O)COC)c2cc3cc(OC)ccc3nc21	11%	?	0%	1%	38%	?	10%	3%	11%	1%	16%
40	COc1ccc(C(=O)C2CCN(CC(=O)NCc3ccccc3)CC2)cc1	-9%	-4%	-8%	-1%	-4%	1%	19%	34%	-10%	3%	-8%
41	Cc1cccc(-c2csc(N)c2C(=O)OC(C)C)c1	4%	-4%	-11%	1%	-17%	0%	0%	?	2%	0%	-4%
42	CN1CCN(C2=Nc3c(Cl)cc(Cl)c4cccc2c34)CC1	-11%	-9%	-11%	-23%	-5%	?	-28%	-37%	-1%	-14%	-1%
43	CS(=O)(=O)N(CC(=O)NCc1ccccn1)c1ccc2c(c1)OCCO2	4%	0%	-1%	1%	9%	-3%	21%	?	7%	4%	0%

From PubChem

A portion of the library; rates above refer to the full screens.
